PostGolgi yeast = phenotypic screen on post-Golgi transport, primary screen; post-Golgi transport phenotypic cell assay; inhibition, % at 10 µM; 98,000 tested, 0.9% active;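 also: yeast cells grown in 1536-well plates; yeast grown about 18 h at 30C before absorbance read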
S1P2 blocker = human S1P2 receptor antagonists, primary screen, cell-based. AID 736, 2007. inhibition, % at 5 µM. Sphingosine 1-phosphate receptor 2 (Homo sapiens), O95136. cell-based S1P2 antagonist assay, inhibition at 5 uM. 97,000 tested, 0.21% active; in the data active = inhibition above about 45%;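 also: CRE beta-lactamase reporter cells expressing human S1P2 stimulated with S1P; 0% = agonist at EC80 alone and 100% = agonist plus reference antagonist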
Target sequence (O95136 whole entry, looked up): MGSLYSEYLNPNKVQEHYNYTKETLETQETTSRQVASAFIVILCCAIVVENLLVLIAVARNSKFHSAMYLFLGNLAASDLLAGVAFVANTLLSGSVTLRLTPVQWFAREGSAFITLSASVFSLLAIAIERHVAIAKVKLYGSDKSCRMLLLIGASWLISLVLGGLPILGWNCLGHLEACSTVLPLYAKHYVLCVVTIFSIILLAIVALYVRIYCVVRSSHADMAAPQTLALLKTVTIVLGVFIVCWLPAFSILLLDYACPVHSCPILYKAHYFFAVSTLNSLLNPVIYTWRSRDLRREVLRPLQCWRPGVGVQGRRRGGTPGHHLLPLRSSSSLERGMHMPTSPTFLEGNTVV
FAK blocker = FAK kinase inhibitors, primary screen, biochemical | Focal adhesion kinase 1 (Homo sapiens), Q05397 | biochemical FAK kinase activity assay | inhibition, %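 (tested at 7 µM)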 | 97,000 tested, 0.84% active | AID 727, 2007; in the data active = inhibition above about 19%;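 also: 0% = DMSO and 100% = reference compound high control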
PTPN22 inh 2 = PTPN22 phosphatase inhibitors, primary screen, biochemical, DiFMUP fluorescence, 2 µM. Tyrosine-protein phosphatase non-receptor type 22 (Homo sapiens), Q9Y2R2. recombinant LYP catalytic domain. inhibition, % at 2 µM. 96,000 tested, 0.21% active. AID 640, 2007;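 active = inhibition at 2 µM at or above a set limit, the screen mean plus 3 SD, cut at about 24% in these data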;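 also: 0% = DMSO with enzyme and 100% = enzyme fully blocked by orthovanadate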
PostGolgi ctrl = growth inhibition of yeast control strain, primary screen, counter-screen for post-Golgi transport modulator project | efflux-deficient yeast background strain, growth absorbance A615, 16 h | inhibition, % at 10 µM | 98,000 tested, 5% active | AID 738, 2007
EphB4 antag = EphB4-ephrin-B2 interaction antagonists, primary screen, biochemical, TNYL-RAW peptide probe, fluorescence polarization; EphB4 LBD / TNYL-RAW-Alexa532 peptide; inhibition, % at 7 µM; 97,000 tested, 0.15% active; AID 720, 2007;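 active = inhibition above the screen-wide mean inhibition plus 3 SD, cut at about 15% in these data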;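 also: 0% = DMSO wells and 100% = excess unlabeled TNYL-RAW peptide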
LYP act = LYP phosphatase activators, primary screen, biochemical, DiFMUP fluorescence, 2 µM; Tyrosine-protein phosphatase non-receptor type 22 (Homo sapiens), Q9Y2R2; recombinant LYP; 0 = plate median, 100 = signal doubled; 96,000 tested, 0.11% active; activation, % at 2 µM;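 active = activation at 2 µM above a set limit, the mean plus 5 SD, cut at about 37% in these data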
Rev-RRE block = HIV-1 Rev-RRE binding inhibitors, primary screen, biochemical, FRET, protein-RNA interaction | inhibition, % at 8 µM | 97,000 tested, 0.79% active | Rev peptide-RRE RNA binding;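 active = inhibition above the screen-wide mean plus 3 SD, cut at about 35% in these data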;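 also: 0% = median DMSO wells and 100% = median Neomycin B control wells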
Target sequence (P05866 whole entry, looked up): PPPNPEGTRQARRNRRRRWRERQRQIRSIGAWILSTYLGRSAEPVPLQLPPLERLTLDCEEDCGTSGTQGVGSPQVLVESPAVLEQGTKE
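Material: labelled RRE RNA duplex and labelled Rev peptide / Buffer or medium: HEPES pH 7.5 salt buffer with EDTA / Compound dosing: single point, 8 µM final nominal compound concentration / Benchmarks: DMSO low control, neomycin B high control / Timing: 5 min preincubation and 15 min binding, 25 °C / Technique: FRET fluorescence readout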
S1P2 ag = S1P2 receptor agonists, primary screen, cell-based; Sphingosine 1-phosphate receptor 2 (Homo sapiens), O95136; S1P2-expressing cell line, agonist reporter read-out; activation, % at 4.5 µM; 97,000 tested, 0.46% active; in the data active = activation above about 16%;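 also: 0% = vehicle low control and 100% = maximal reference agonist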
Numbers without * were called inactive; x = not tested or not shown. Rule as the data show it, unless noted: active = inhibition above about 30%; inactive = the rest. No enrichment for hits (roughly 7% active in at least one column).

SMILES | PostGolgi yeast | S1P2 blocker | FAK blocker | PTPN22 inh 2 | PostGolgi ctrl | EphB4 antag | LYP act | Rev-RRE block | S1P2 ag
Cc1ccc(CNC(=O)CSc2c3c(nc4ccc(Cl)cc24)CCCC3)o1 | 9 | -10 | 1 | -1 | 24 | 2 | -2 | 8 | -1
CC1CCC/C(=C\Nc2ccccc2C(=O)O)C1=O (stereo not drawn) | -4 | 9 | 0 | -5 | 4 | -8 | 3 | 6 | -8
N/C(=N\OC(=O)Nc1ccccc1)c1ncc(C(F)(F)F)cc1Cl | 5 | -33 | 0 | -23 | 5 | 8 | 25 | -3 | -4
Cc1cccc(N(CC(=O)N/N=C/c2ccc(OCC(=O)NCc3ccco3)cc2)S(C)(=O)=O)c1C | 7 | -17 | 0 | 11 | -7 | -7 | -11 | 6 | 0
Cn1nnnc1SCC(=O)Nc1ccccc1C(=O)NC1CC1 | 6 | 3 | 1 | 12 | 2 | -5 | -10 | 2 | -4
O=C1c2ccccc2C(=O)N1CC(O)Cn1nnc2ccccc21 (stereo not drawn) | -5 | 19 | 2 | 6 | 3 | 5 | -2 | 6 | -3
CCn1c(SCC(=O)Nc2nccs2)nnc1-c1ccc(C)cc1 | x | -26 | -2 | 4 | x | -10 | -6 | 3 | -2
CSc1nc2sc(-c3ccccc3)cc2c(=O)n1N | -6 | -1 | -7 | 9 | 13 | -6 | -7 | 6 | -6
O=[N+]([O-])c1cc2c(c(CSc3nnc(Nc4ccccc4)s3)c1)OCOC2 | -4 | -7 | 0 | 10 | 1 | 8 | -8 | 2 | -2
CNC(=O)c1sc(N2N=C3/C(=C/c4ccccc4)CCCC3C2c2ccccc2)nc1C (stereo not drawn) | 1 | 7 | 5 | 2 | 22 | -4 | 2 | 12 | -7
CCC(=O)N(C)C(c1ccccc1Cl)c1nnnn1-c1c(C)cccc1C (stereo not drawn) | 0 | -11 | 1 | 0 | 14 | 1 | 1 | 0 | 1
CC(=O)Nc1ccnc(-c2cccnc2)n1 | 17 | 11 | 1 | 3 | -1 | -3 | 1 | 6 | -5
COc1cccc(C2c3c(oc4ccc(F)cc4c3=O)C(=O)N2CCN2CCOCC2)c1OC (stereo not drawn) | -4 | 4 | 4 | 16 | 6 | 5 | -16 | 7 | -8
Cc1ccc(SCc2[nH]nc3c2C(C(C)C)C(C#N)=C(N)O3)cc1 (stereo not drawn) | 7 | 3 | -4 | 1 | 21 | -4 | 1 | 7 | -2
COc1ccc(C(CC(=O)O)NC(=O)COc2ccccc2OC)cc1OC (stereo not drawn) | -4 | 3 | 1 | -10 | 2 | -1 | 9 | 2 | 0
CC(C)CCNC(=O)C(c1cccs1)N(CC1CCCO1)C(=O)Cn1nnc2ccccc21 (stereo not drawn) | -3 | 6 | -2 | 5 | 2 | -3 | -1 | -1 | -5
CCOC(=O)c1cnc(SC)nc1Sc1cc(Cl)ccc1Cl | 33* | 10 | 0 | 22 | 16 | -4 | -21 | 19 | -2
Fc1ccc(C2CC(c3ccccc3)n3ncnc3N2)cc1 (stereo not drawn) | 5 | 0 | 2 | -2 | 4 | -1 | 1 | -1 | -1
COc1ccccc1CN(Cc1nc2ccccc2c(=O)[nH]1)C(=O)Nc1ccccc1C | 3 | 3 | 0 | -14 | 5 | -1 | 11 | 16 | -2
NC(=O)c1nn(-c2ccccc2)nc1N | 2 | 9 | 1 | -20 | 10 | -7 | 20 | -2 | -4
CCOC(=O)/C(C#N)=C\c1ccc2c(c1)OCO2 | x | 1 | 1 | 4 | x | -7 | 2 | -1 | -4
Nc1nonc1C(=O)N/N=C/c1ccc(-c2cccc([N+](=O)[O-])c2)o1 | 2 | 4 | -2 | -1 | 0 | 0 | -1 | 1 | -2
O=C(NCC1CCCO1)c1cccc(N2C(=O)C3C4C=CC(C4)C3C2=O)c1 (stereo not drawn) | -5 | 18 | 0 | -10 | 15 | 7 | 7 | 5 | -6
O=C1C(=O)N(CCCN2CCOCC2)C(c2cccs2)/C1=C(/O)c1ccc2c(c1)OCO2 (stereo not drawn) | 4 | -7 | -4 | 0 | 4 | 7 | -5 | -3 | -4
Cc1ccc(N2CC(C(=O)NCc3ccccn3)CC2=O)cc1 (stereo not drawn) | -2 | 23 | 2 | 6 | 12 | -6 | -6 | 3 | -6

Single values from the entries so far.
FAK blocker result of CCn1c(SCC(=O)Nc2nccs2)nnc1-c1ccc(C)cc1 is entered as -2
S1P2 ag result of CNC(=O)c1sc(N2N=C3/C(=C/c4ccccc4)CCCC3C2c2ccccc2)nc1C (stereo not drawn) is entered as -7
Rev-RRE block result of N/C(=N\OC(=O)Nc1ccccc1)c1ncc(C(F)(F)F)cc1Cl is entered as -3

In another format: results already given.
structure	PostGolgi yeast	S1P2 blocker	FAK blocker	PTPN22 inh 2	PostGolgi ctrl	EphB4 antag	LYP act	Rev-RRE block	S1P2 ag
Cc1ccc(N2CC(C(=O)NCc3ccccn3)CC2=O)cc1 (stereo not drawn)	-2	23	2	6	12	-6	-6	3	-6
CNC(=O)c1sc(N2N=C3/C(=C/c4ccccc4)CCCC3C2c2ccccc2)nc1C (stereo not drawn)	1	7	5	2	22	-4	2	12	-7
CC(C)CCNC(=O)C(c1cccs1)N(CC1CCCO1)C(=O)Cn1nnc2ccccc21 (stereo not drawn)	-3	6	-2	5	2	-3	-1	-1	-5

Structures shown so far that have an aryl methoxy group, in the order listed:
SMILES | PostGolgi yeast | S1P2 blocker | FAK blocker | PTPN22 inh 2 | PostGolgi ctrl | EphB4 antag | LYP act | Rev-RRE block | S1P2 ag
COc1cccc(C2c3c(oc4ccc(F)cc4c3=O)C(=O)N2CCN2CCOCC2)c1OC (stereo not drawn) | -4 | 4 | 4 | 16 | 6 | 5 | -16 | 7 | -8
COc1ccc(C(CC(=O)O)NC(=O)COc2ccccc2OC)cc1OC (stereo not drawn) | -4 | 3 | 1 | -10 | 2 | -1 | 9 | 2 | 0
COc1ccccc1CN(Cc1nc2ccccc2c(=O)[nH]1)C(=O)Nc1ccccc1C | 3 | 3 | 0 | -14 | 5 | -1 | 11 | 16 | -2

(more compounds)
SMILES | PostGolgi yeast | S1P2 blocker | FAK blocker | PTPN22 inh 2 | PostGolgi ctrl | EphB4 antag | LYP act | Rev-RRE block | S1P2 ag
COc1ccc(CCNC(=O)CC2COc3ccccc3O2)cc1OC (stereo not drawn) | 1 | -8 | -1 | 2 | 7 | -1 | -5 | 0 | 1
COc1ccc(CNC(=S)Nc2cc(C)cc(C)c2)cc1 | -5 | 7 | 4 | 4 | -5 | 3 | -1 | -2 | -3
O=c1[nH]c(=O)n(C2CCCCCC2)c(O)c1C=NCc1ccc(F)cc1 | 1 | -28 | 8 | 4 | 50* | 14 | 0 | 11 | 11
O=C(CNS(=O)(=O)c1ccc(F)cc1)N1CCN(c2ccc(F)cc2)CC1 | 1 | 8 | 0 | -10 | 9 | -4 | 5 | 4 | -3
O=C(CNC(=O)c1ccco1)NCC(=O)OCc1ccccc1Br | -3 | 1 | 4 | 4 | -7 | -1 | 0 | 8 | -8
CCOC(=O)c1oc2ccc(S(=O)(=O)N3CCOCC3)cc2c1C | -3 | 20 | 4 | 0 | 2 | -2 | -2 | 1 | -7
CCCCNC(=O)C1c2ccccc2C(=O)N(c2ccc(OC)cc2)C1c1ccc(OC)cc1 (stereo not drawn) | -2 | 22 | -2 | -1 | 7 | -1 | 2 | 7 | -4
Cc1ccc(-c2nn3c(C)nnc3c3ccccc23)cc1S(=O)(=O)NC(C)c1ccccc1 (stereo not drawn) | 6 | -20 | 5 | 8 | 16 | 3 | -5 | 7 | 7
Cc1c(NC(=O)c2ccccc2N(C)S(=O)(=O)c2ccccc2)c(=O)n(-c2ccccc2)n1C | 7 | 8 | 2 | 8 | 3 | -1 | -6 | 1 | -4
CCOc1ccc(Br)cc1/C=N/O | -5 | -29 | 5 | 15 | 7 | 2 | -13 | 5 | -1
CCOC(=O)Cc1nc2ccccc2[nH]1 | -4 | -11 | -4 | 14 | -3 | -1 | -11 | 6 | -5
COc1cc(C2C(C(=O)c3ccc(C)o3)=C(O)C(=O)N2c2cc(C)on2)ccc1O (stereo not drawn) | -4 | -8 | -5 | -26 | 1 | 2 | 25 | -2 | -6
COC(=O)c1ccccc1NC(=O)C1CC(=O)N(c2ccc(F)cc2)C1 (stereo not drawn) | 10 | 17 | -3 | 4 | -1 | 7 | -2 | 9 | -3
N=c1c2c(-c3ccccc3)c(-c3ccccc3)oc2ncn1CCCN1CCOCC1 | 11 | 5 | 13 | 4 | 7 | 7 | -2 | 6 | -9
N=c1ccn(Cc2ccc(Cl)c(Cl)c2)cc1 | -11 | 20 | 0 | 10 | -4 | 2 | -7 | -1 | -6
COc1ccc(C2NC3=C(CCC3)C3(C#N)C4(N=C(N)C23C#N)OCCO4)cc1 (stereo not drawn) | 3 | 2 | 2 | -2 | 9 | 10 | 1 | 11 | -5
CCCc1cc(=O)n2[nH]c(-c3cc(OC)c(OC)c(OC)c3)nc2n1 | 2 | -25 | -2 | -6 | 0 | -10 | 3 | 0 | -3
Cc1cc2c(cc1C)N(C(=O)CSc1nncn1C)C(C)(C)c1ssc(=S)c1-2 | x | -20 | 1 | -13 | x | -2 | 15 | -4 | -7
CCN1C(=O)c2cccc3c(NS(=O)(=O)c4ccc(NC(C)=O)cc4)ccc1c23 | -4 | 11 | 1 | -7 | -9 | -2 | 12 | 10 | -3
COCCOc1ccc(C(F)(F)F)cc1NC(=O)COC(=O)c1c(C)noc1C | 1 | -9 | 5 | -14 | 4 | -4 | 13 | 9 | -9
Cc1c(C(=O)C(C)C)n(C)c2ccccc12 | 0 | 9 | -1 | 8 | 6 | 6 | -6 | -2 | -9
CCS(=O)(=O)c1ccc(-c2csc(-c3ccc(Cl)cc3)n2)c(Cl)c1Cl | -5 | -5 | -4 | 3 | 3 | 5 | -6 | 4 | -4
CO/N=C/NC(=O)NOCc1c(Cl)cccc1Cl | 0 | 20 | -1 | 11 | 32* | 0 | -8 | 9 | -5
Cc1cc(=O)n(CC(C)O)c(O)c1C#N (stereo not drawn) | x | 7 | -2 | 4 | x | -3 | -3 | 6 | -4
O=C1c2ccccc2C(=O)N1CCc1nc2ccccc2c(=O)n1-c1ccccn1 | -6 | -20 | -3 | -8 | 1 | 0 | 4 | -2 | -4

An excerpt from above in order of SMILES length, lowest first:
SMILES | PostGolgi yeast | S1P2 blocker | FAK blocker | PTPN22 inh 2 | PostGolgi ctrl | EphB4 antag | LYP act | Rev-RRE block | S1P2 ag
Cc1c(C(=O)C(C)C)n(C)c2ccccc12 | 0 | 9 | -1 | 8 | 6 | 6 | -6 | -2 | -9
O=c1[nH]c(=O)n(C2CCCCCC2)c(O)c1C=NCc1ccc(F)cc1 | 1 | -28 | 8 | 4 | 50* | 14 | 0 | 11 | 11
CCN1C(=O)c2cccc3c(NS(=O)(=O)c4ccc(NC(C)=O)cc4)ccc1c23 | -4 | 11 | 1 | -7 | -9 | -2 | 12 | 10 | -3

Source: PubChem
